Rab9 promoter act – activators of Rab9 promoter; Huh7 Rab9 promoter-luciferase reporter, luminescence, 24 h; Potency, µM (titrated, usually from 9.22 µM), for the others: at the top dose activation, negative = inhibition, usual class: activators; 320,000 tested, 2.8% active; AID 485297; further: potency means the concentration at half of the fitted maximal effect; % of control where 0% means no effect; nearly all actives have a fitted effect of over 60% in size
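Luminescence read-out: Huh7 cells stably expressing Rab9-luciferase, treated 24 h with compound at 37 °C, then lysed with luciferase reagent for 10 min at ambient before reading.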
p53 reactivation – mutant p53 re-activation in reporter cells; H1299 p53-A138V BP100-luciferase reporter, luminescence, 24 h; Potency, µM (series often up to 92.2 µM), inactives show at the top dose activity change, positive = activation, actives largely listed as activators; 320,000 tested, 0.063% active; AID 504706; further: potency means the concentration at half of the fitted maximal effect; % of control where 0% means no effect; nearly all actives have a fitted effect of over 45% in size
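p53-null H1299 cells stably carrying temperature-sensitive p53-A138V and a BP100-luciferase reporter were pinned with compounds (4-point, 1:5 series) and held 24 hrs at 37 deg C. Luminescence was read 10 min after detection reagent.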
PKM2 activator – PKM2 (human) enzyme activation; Potency, µM (highest dose often 57.5 µM), without a hit: at the highest dose activation, usual class: activators; 260,000 tested, 0.34% active; purified PKM2, Kinase-Glo ATP luminescence, activation; response scale: 0% is enzyme alone, no compound; further: potency means the concentration at half of the fitted maximal effect; on the % scale 0 is the no-effect control and ±100 the full control effect; nearly all actives have a fitted effect of over 55% in size
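Purified hPK-M2 (>95%) run at intermediate activity with 0.1 mM ADP and 0.5 mM PEP in 50 mM imidazole pH 7.2, KCl, MgCl2; 1 h room temperature. ATP formed read by Kinase-Glo luminescence; normalized to uninhibited and no-enzyme controls.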
FLuc counter – inhibits or activates purified firefly luciferase, miR-21 counter-screen | Potency, µM (series often up to 57.5 µM), for inactives: at the top dose activity change, negative = inhibition, hits mostly inhibitors | AID 588342 | purified FLuc, Km substrates, luminescence inhibition | 360,000 tested, 6.9% active;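 further: potency means the concentration at half of the fitted maximal effect; plate controls were vehicle for no effect and reference inhibitor for full effect; nearly all actives have a fitted effect of over 55% in size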
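Purified P. pyralis luciferase (10nM final) with 10uM D-luciferin and 10uM ATP (Km levels) in 50mM Tris acetate pH 7.5, 10mM Mg acetate, 0.01% Tween-20, 0.05% BSA; qHTS 6-point titration, ~60 µM downward; luminescence read.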
Giardia kill – kills Giardia lamblia; activity change, % at 7.66 µM, hits read low; Giardia lamblia trophozoite viability; 340,000 tested, 0.15% active; in the data active means activity change below about -80%; inconclusive means between about -30% and that limit;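 further: parasites exposed to compound for two days anaerobically before the ATP read; on the % scale 0 is the no-effect control and ±100 the full control effect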
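Trophozoite viability was measured as ATP-dependent luminescence, read 15-30 min after reagent addition. Before that, parasites at 100 cells/well were exposed to compounds for 48 h, anaerobically, at 37 deg C.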
VP16 counter – Gal4-VP16 reporter inhibition counter-screen | Potency, µM (doses to about 53.6 µM), inactives show top-dose activity, negative = inhibition, usual class: inhibitors | 310,000 tested, 3.5% active | AID 2546 | Drosophila S2 Gal4-VP16 UAS-luciferase, luminescence, 20 h;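 further: Gal4-VP16 expression switched on by copper sulfate through the metallothionein promoter; potency means the concentration at half of the fitted maximal effect; on the % scale 0 is the no-effect control and ±100 the full control effect; nearly all actives have a fitted effect of over 50% in size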
Menin-MLL TR inh – inhibitors of human menin-MLL interaction, mutant MLL peptide | Menin + Texas Red MLL mutant peptide, fluorescence polarization | Potency, µM (top dose mostly 61.6 µM), for inactives: at the highest dose FP activity change, negative = inhibition, actives largely listed as inhibitors | 270,000 tested, 0.23% active | AID 1768; active means well fitted inhibition curve with a large enough effect in the polarisation, with a control signal flat, not every such curve was filed as active; inconclusive means small, poorly fitted or top-dose-only effect, or effect the other way, or a change in a side signal; inactive means no such curve, though single readings can be large or run the other way; the % refers to the polarisation; further: potency means the concentration at half of the fitted maximal effect; % of control where 0% means no effect; many of its hits are not listed in these tables
Target sequence (O00255 whole entry, looked up): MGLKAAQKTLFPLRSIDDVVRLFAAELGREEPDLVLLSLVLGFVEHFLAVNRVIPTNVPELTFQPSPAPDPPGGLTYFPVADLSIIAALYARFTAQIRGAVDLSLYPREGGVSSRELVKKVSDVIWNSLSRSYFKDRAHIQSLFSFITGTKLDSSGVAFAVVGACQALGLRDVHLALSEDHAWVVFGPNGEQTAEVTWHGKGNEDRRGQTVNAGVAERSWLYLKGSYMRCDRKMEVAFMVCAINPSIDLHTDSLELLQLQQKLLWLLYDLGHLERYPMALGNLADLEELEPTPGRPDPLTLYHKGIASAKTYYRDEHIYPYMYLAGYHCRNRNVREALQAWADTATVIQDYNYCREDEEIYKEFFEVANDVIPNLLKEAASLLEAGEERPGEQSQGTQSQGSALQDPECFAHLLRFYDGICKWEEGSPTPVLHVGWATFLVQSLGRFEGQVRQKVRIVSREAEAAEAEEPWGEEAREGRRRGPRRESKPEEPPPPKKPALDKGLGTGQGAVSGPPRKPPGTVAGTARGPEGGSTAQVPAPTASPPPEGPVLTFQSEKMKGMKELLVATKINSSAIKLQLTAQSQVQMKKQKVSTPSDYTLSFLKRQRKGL
ELG1 genotox – induces genotoxicity in HEK293T cells with luciferase-tagged ELG1. AID 504466. 330,000 tested, 1.3% active. HEK293T ELG1-luciferase reporter, luminescence, 16 h. Potency, µM (top dose mostly 46 µM), without a hit: at the highest dose activity change, positive = activation, hits mostly activators; further: potency means the concentration at half of the fitted maximal effect; % of control where 0% means no effect; nearly all actives have a fitted effect of over 60% in size
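Genotoxicity was scored as increased ELG1-luciferase reporter signal, measured by ONE-Glo luminescence (30 min, room temperature). Compound or vehicle exposure of the HEK293T reporter cells lasted 16 hr at 37°C.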
RORg inh – inhibitors of mouse ROR gamma transcriptional activity; P51450; Drosophila S2 Gal4-RORgamma UAS-luciferase reporter, 20 h; Potency, µM (highest dose often 53.6 µM), without a hit: at the highest dose activity change, negative = inhibition, most hits filed as inhibitors; 310,000 tested, 5.4% active; AID 2551; further: potency means the concentration at half of the fitted maximal effect; on the % scale 0 is the no-effect control and ±100 the full control effect; nearly all actives have a fitted effect of over 60% in size
Target sequence (P51450 whole entry, looked up, the tested form may be a part): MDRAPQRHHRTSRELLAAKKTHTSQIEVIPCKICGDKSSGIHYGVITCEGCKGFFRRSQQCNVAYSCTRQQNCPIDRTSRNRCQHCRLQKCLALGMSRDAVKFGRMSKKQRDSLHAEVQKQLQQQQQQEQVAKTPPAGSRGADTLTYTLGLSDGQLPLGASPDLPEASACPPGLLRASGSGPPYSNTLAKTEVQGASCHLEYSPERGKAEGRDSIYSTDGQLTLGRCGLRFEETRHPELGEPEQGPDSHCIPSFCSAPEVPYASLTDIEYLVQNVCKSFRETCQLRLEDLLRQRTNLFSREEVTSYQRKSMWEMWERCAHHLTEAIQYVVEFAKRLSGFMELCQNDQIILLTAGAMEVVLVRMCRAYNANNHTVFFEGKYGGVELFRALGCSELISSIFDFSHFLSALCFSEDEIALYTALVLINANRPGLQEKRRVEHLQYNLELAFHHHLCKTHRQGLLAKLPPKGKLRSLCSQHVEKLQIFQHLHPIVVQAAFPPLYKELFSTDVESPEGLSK
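Stably transfected Drosophila Schneider cells are the test system, with ROR gamma fused to Gal4 and luciferase under UAS control; luminescence is read after 20 hr of 700 uM copper sulfate induction at ambient temperature.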
BRCA1 expr up – BRCA1 expression activation; AID 624202; MCF7-BRCA1-FFLuc reporter, luminescence, 48 h; response scale: scaled: vehicle 0%, 10 µM genistein 100%; Potency, µM (top dose mostly 46.1 µM), without a hit: top-dose activation, actives largely listed as activators; 380,000 tested, 1.1% active; further: potency means the concentration at half of the fitted maximal effect; nearly all actives have a fitted effect of over 80% in size; some results filed as inactive show a strong effect at the top dose
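Reporter cells (MCF7, BRCA1 promoter-firefly luciferase) received library compounds across a concentration series for 48 h. End-point luminescence was measured and concentration-effect curves derived after normalization.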
NPC1 prom act – activates the NPC1 promoter; 320,000 tested, 2.4% active; AID 485313; Huh7 NPC1 promoter luciferase reporter, 24 h; Potency, µM (highest dose often 9.22 µM), for inactives: top-dose activation, most hits filed as activators;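 further: potency means the concentration at half of the fitted maximal effect; % of control where 0% means no effect; nearly all actives have a fitted effect of over 60% in size; reporter is driven by a mutant NPC1 promoter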
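Quantitative HTS used a cell-based reporter: Huh7 cells stably bearing the NPC1 promoter upstream of luciferase were treated with compounds for 24 h, and promoter activation was read as luminescence.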
The depositor's hits bear a star; u = inconclusive; x = not tested or not shown; [ ] = remark or other dose. Unless noted, the call rests on the fitted dose curve; in most records, active means well fitted curve in the direction sought with a large enough effect; inconclusive means small, poorly fitted or top-dose-only effect, or another doubt; inactive means no such curve, though single readings can be large; an effect the other way counts as inactive or inconclusive. An excerpt. The share of hits here may be higher or lower than overall.

# | SMILES | Rab9 promoter act | p53 reactivation | PKM2 activator | FLuc counter | Giardia kill | VP16 counter | Menin-MLL TR inh | ELG1 genotox | RORg inh | BRCA1 expr up | NPC1 prom act
1 | Cc1ccccc1CNC(=O)c1ccccc1C(=O)O | -10% | -1% | 0% | 0% | -5 | 4% | 3% | -2% | -35% | -1% | -3%
2 | CCC(O)(CC)C(=O)NN(C(=O)Nc1csc2c1CCCC2)c1ccccc1 | -9% | u | 2% | 3% | 1 | 0% | 10% | -2% | 4% | -15% | 0%
3 | Cc1cccc(Nc2c3c(nc4ncnn24)CCC3)c1 | -10% | -2% | -4% | -3% | 16 | -1% | -4% | 10% | u | 0% | 2%
4 | Cn1cccc1Cc1nnc(SCC(=O)Nc2ccccc2)n1-c1ccc(F)cc1 | 14% | -2% | -3% | -1% | -12 | 4% | -2% | -2% | 22% | -12% | -1%
5 | Cc1cc(/C=C2\SC(=O)N(C)C2=O)c(C)n1-c1cccc(C(=O)O)c1 | 13% | 1% | x | u | -6 | 24% | 28% | u | 21% | 13% | 16%
6 | COc1cc(C)ccc1OCCCCOc1ccccc1C(C)=O | -5% | 7% | -1% | u | 18 | u | -14% | 6% | u | -36% | 1%
7 | COc1ccc2nc3c(cc2c1)c(NC(=O)c1cccs1)nn3CC(C)C | 19% | 20% | 0% | 7.6µM* | -18 | -11% | 22% | -1% | 23% | -6% | -3%
8 | COc1ccc(/C=C2\CCc3ccccc3C2=O)cc1OC | 4% | u | 2% | 5.4µM* | -14 | -10% | u | 17% | 44% | -4% | 2%
9 | CN(c1ccc(C(=O)NC2CC2)cc1)S(=O)(=O)c1ccccc1 | 0% | 9% | -4% | 1%[2.3 µM] | -8 | 10% | -13% | 2% | 36% | 11% | 7%
10 | COc1ccc(NC(=O)c2cccc(S(=O)(=O)NCc3ccco3)c2)c(OC)c1 | -3% | 3% | x | 4% | 9 | x | x | 6% | x | -17% | 2%
11 | NC(=O)COc1ccc(/C=N\NC(=O)c2ccc(-c3ccccc3)cc2)cc1 | 0% | 29% | -9% | 2% | 15 | 0% | x | 16% | -3% | -5% | -3%
12 | CCN(CCNC(=O)CCCn1nc(C)n2c(cc3sccc32)c1=O)c1ccccc1 | -3% | -3% | -17% | 1% | -18 | -1% | -2% | -7% | -13% | 11% | 1%
13 | Cc1nn(C)c(C)c1/C=N/O | 3% | 0% | -1% | -1% | 22 | -6% | 7% | 1% | 4% | 26% | -4%
14 | COc1cc(NC(=O)COC(=O)CNC(=O)c2ccc(Cl)cc2)c(C)cc1[N+](=O)[O-] | 0% | -12% | 1% | 3% | -6 | 1% | -2% | -2% | 14% | -1% | 1%
15 | CCN(C(=O)c1cccnc1SC)C12CC3CC(CC(C3)C1)C2 | 3% | -4% | -2% | 6% | 10 | 15% | u | 4% | -8% | -30% | 3%
16 | Cn1c(N)nc2ccccc2c1=O | 1% | 13% | 1% | -1% | -17 | 0% | x | 5% | 22% | -4% | 3%
17 | O=C(NCCCN1CCC(Cc2ccccc2)CC1)C1CC(=O)N(C2CCCCCC2)C1 (stereo not drawn) | -5% | 1% | 3% | -1% | -24 | 8% | -21% | 2% | 4% | -39% | -4%
18 | CC(/C=N/NC(=O)Cc1cccs1)=C\c1ccco1 | u | 9% | 20% | u | -17 | -18% | -9% | 10% | u | 6%[1.84 µM] | u
19 | O=C(Nc1ccc(Cl)cc1)N1CCC(c2ccccc2)C1 (stereo not drawn) | 1.1µM* | 15% | -11% | 3.8µM* | 12 | -21% | 24% | u | -32% | u | 1.6µM*
20 | O=C(COc1ccccc1Cl)Nc1ccc2[nH]c(=O)[nH]c2c1 | -1% | 12% | x | -13% | 13 | x | x | 1% | x | -13% | -2%
21 | CN(CC1CCCN(CCc2ccc(Cl)cc2)C1)C(=O)c1ccc2nc[nH]c2c1 (stereo not drawn) | -4% | 22% | -17% | 3% | 1 | -7% | x | -9% | -10% | -19% | -1%
22 | O=C(NCc1cc(F)ccc1F)C1CCC(=O)N(C2CCCCCC2)C1 (stereo not drawn) | u | u | x | u | -6 | 19% | x | u | 6% | 92% | 29%
23 | Cn1c(CC(=O)Nc2ccc(Cl)c(Cl)c2)nnc1SCC(=O)Nc1nccs1 | 1% | -4% | 1% | 5% | 0 | 5% | -19% | 9% | 3% | 0% | 2%
24 | CCNc1nc(NCC)n2c(SCC(=O)Nc3ccccc3Cl)nnc2n1 | 4% | -1% | x | -2% | 4 | x | x | -7% | x | -11% | -3%
25 | CCN(CC)C(=O)Nc1ccc(Br)cc1 | 0% | 1% | -3% | -17% | 4 | -5% | -5% | 0% | 15% | 1% | -4%
26 | CCOC(=O)C1(Cc2cccc(Cl)c2)CCCN(C(=O)CCN2CCCC2=O)C1 (stereo not drawn) | -9% | 18% | -5% | -7% | x | 25% | x | 16% | 10% | x | -2%
27 | N#CC1=C(N)Nc2ncnn2C1c1ccccc1 (stereo not drawn) | -6% | 2% | -1% | -1% | x | 7% | -5% | -3% | -13% | x | 0%
28 | O=C(O)c1cccc(NC(=S)NC(=O)c2ccc3ccccc3c2)c1 | u | -6% | -7% | 1.3µM* | -20 | 7.1µM* | 16% | u | 10µM* | -81%[inhibitor] | u
29 | Cn1c(=O)c([N+](=O)[O-])c(NCC(O)c2ccccc2)c2ccccc21 (stereo not drawn) | -3% | -6% | 2% | -3% | 26 | -10% | -10% | -6% | 6% | -34% | -3%
30 | O=C(Cc1cccc2ccccc12)Nc1ccccc1C(=O)O | 4% | 18% | -1% | 27µM* | -15 | -4% | u | u | 19% | u | 13%

Reformatted with values under each structure: 2 of the compounds above.
Results follow in this order: Rab9 promoter act	p53 reactivation	PKM2 activator	FLuc counter	Giardia kill	VP16 counter	Menin-MLL TR inh	ELG1 genotox	RORg inh	BRCA1 expr up	NPC1 prom act
#22 O=C(NCc1cc(F)ccc1F)C1CCC(=O)N(C2CCCCCC2)C1 (stereo not drawn)
→ u	u	x	u	-6	19%	x	u	6%	92%	29%
#30 O=C(Cc1cccc2ccccc12)Nc1ccccc1C(=O)O
→ 4%	18%	-1%	27µM*	-15	-4%	u	u	19%	u	13%

Next compounds:
# | SMILES | Rab9 promoter act | p53 reactivation | PKM2 activator | FLuc counter | Giardia kill | VP16 counter | Menin-MLL TR inh | ELG1 genotox | RORg inh | BRCA1 expr up | NPC1 prom act
31 | CCN1CCC(NC(=O)Nc2ccc(F)cc2)CC1 | -1% | -1% | -2% | -1% | -8 | -6% | 7% | 2% | 1% | 14% | -1%
32 | COc1ccc(-c2noc(CCC(=O)NCCCN3CCN(c4ccccc4F)CC3)n2)cc1 | -16% | 19% | 3% | -7% | -7 | 3%[10 µM] | -18% | -9% | u | 3% | -4%
33 | O=C(CN1CCN(Cc2ccc(Cl)cc2)CC1)N1CCc2ccccc21 | 1% | -3% | -7% | -1% | 10 | -1% | u | -11% | 6% | 0% | 2%
34 | COc1cc(NC(=O)COc2ccc(Cl)cc2)ccc1-c1cc2ccccc2oc1=O | 2% | 15% | 2% | 3% | 10 | 12% | -6% | 4% | 12% | -64% | 7%
35 | CC1(C)CC(=O)C(C=NC2CC(C)(C)NC(C)(C)C2)=C(O)C1 | 11% | 2% | 2% | 2% | -9 | -10% | 13% | -3% | u | 9% | 0%
36 | CN1C(=O)C(N=Nc2ccccc2C(=O)O)N(C)C1=S (stereo not drawn) | -8% | 29% | -11% | u | 22 | 3% | u | 4% | 0% | 1% | -2%
37 | O=C(Cn1nnc2ccccc2c1=O)Nc1cc(C(F)(F)F)ccc1N1CCOCC1 | 1% | 9% | -6% | -1% | -17 | -3% | 13% | 0% | 5% | -16% | 0%
38 | CC(C)c1ccc(NC(=S)NN2C(C)CCCC2C)cc1 (stereo not drawn) | -3% | 14% | x | -3% | -8 | 6.3µM* | -12% | -8% | 1.6µM* | 8% | -5%

Structural class: the entries above containing an NH in an aromatic ring.
# | SMILES | Rab9 promoter act | p53 reactivation | PKM2 activator | FLuc counter | Giardia kill | VP16 counter | Menin-MLL TR inh | ELG1 genotox | RORg inh | BRCA1 expr up | NPC1 prom act
20 | O=C(COc1ccccc1Cl)Nc1ccc2[nH]c(=O)[nH]c2c1 | -1% | 12% | x | -13% | 13 | x | x | 1% | x | -13% | -2%
21 | CN(CC1CCCN(CCc2ccc(Cl)cc2)C1)C(=O)c1ccc2nc[nH]c2c1 (stereo not drawn) | -4% | 22% | -17% | 3% | 1 | -7% | x | -9% | -10% | -19% | -1%

Compound activity as filed in PubChem.
